Bioassay records (PubChem)
M1 PAM parental – M1 PAM counterscreen hit in parental CHO-K1 cells | ATP EC20, Fluo-8 calcium fluorescence; 0% at ATP EC20, 100% at ATP max | 360,000 tested, 0.02% active | activation, % at 3 µM;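 active = activation above the run cutoff, the mean activation of all test compounds plus 3 SD, cut at about 40% in these data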;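 note: peak over basal fluorescence ratio in a 140 s read after ATP addition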
TAAR1 ag – agonists of human TAAR1; activation, % at 3 µM; Q96RJ0; AID 624467; CHO RD-HGA16 TAAR1, Fluo-8 calcium fluorescence; vehicle wells 0%, saturating PEA agonist 100%; 360,000 tested, 0.99% active;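 active = activation above the mean activation of all test compounds in the run plus 3 SD, cut at about 38% in these data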
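Test system: RD-HGA16 (CHO) cells co-expressing Gα16 and hTAAR1 | Doses: Single dose, 3 µM | Schedule: 17-24 h seeding, 75 min 37 °C dye, 30 min RT | Evaluation: % activation from peak over basal fluorescence ratio, DMSO-to-PEA scaled | Technique: Kinetic Fluo-8 calcium fluorescence | Benchmarks: Low control DMSO, high control PEA (EC100)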
M5 PAM – positive allosteric modulators of human muscarinic M5 receptor; CHO-K1 hM5, Fluo-8 calcium, ACh EC20 PAM; 0% = ACh EC20, 100% = ACh EC100; activation, % at 3 µM; 360,000 tested, 0.3% active;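 active = activation above the run cutoff, the mean activation of all test compounds plus 3 SD, cut at about 18% in these data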
Target sequence (P08912 whole entry, looked up): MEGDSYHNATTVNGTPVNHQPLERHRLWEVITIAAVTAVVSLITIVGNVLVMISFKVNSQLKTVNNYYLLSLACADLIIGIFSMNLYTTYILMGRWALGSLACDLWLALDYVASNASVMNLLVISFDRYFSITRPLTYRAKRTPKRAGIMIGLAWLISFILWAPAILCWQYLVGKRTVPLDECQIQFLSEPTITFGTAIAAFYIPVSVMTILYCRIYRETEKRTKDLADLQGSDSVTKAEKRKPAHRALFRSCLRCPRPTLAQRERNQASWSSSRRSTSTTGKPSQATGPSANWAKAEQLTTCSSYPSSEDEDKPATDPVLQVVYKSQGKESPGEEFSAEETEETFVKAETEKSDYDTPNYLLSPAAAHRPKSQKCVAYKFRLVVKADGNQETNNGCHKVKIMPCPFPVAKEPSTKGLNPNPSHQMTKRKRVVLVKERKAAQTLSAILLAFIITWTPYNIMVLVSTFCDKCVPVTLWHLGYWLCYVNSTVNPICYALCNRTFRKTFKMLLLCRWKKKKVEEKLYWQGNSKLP
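Assay system: CHO-K1 hM5 cells / Incubation: Fluo-8 loading 80 min at 37 °C plus 30 min room temperature / Technique: Fluo-8 calcium dye fluorescence, kinetic read / Repeats: single replicate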
M5 ag – CHRM5 agonism in calcium assay | P08912 | CHO-K1 hM5 cells, Fluo-8 calcium fluorescence; 0% DMSO wells, 100% maximal acetylcholine response | activation, % at 3 µM | 360,000 tested, 0.19% active | AID 624037;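 active = activation above the run's mean over test compounds plus 3 SD, cut at about 23% in these data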;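 note: signal is peak over basal fluorescence ratio across the kinetic read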
M5 antag – CHRM5 antagonism in calcium assay; CHO-hM5 cells, Fluo-8 calcium fluorescence, ACh EC80; AID 624040; inhibition, % at 3 µM; 360,000 tested, 0.59% active;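 active = inhibition above a per-plate cutoff, the mean of that plate's test compounds plus 3 SD, cut at about 27% in these data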;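 note: 0% = acetylcholine EC80 with DMSO and 100% = DMSO without agonist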
TAAR1 antag – human TAAR1 antagonism | Q96RJ0 | CHO RD-HGA16 TAAR1, Fluo-8 calcium fluorescence, antagonist | inhibition, % at 3 µM | 360,000 tested, 1.5% active | AID 624466;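 active = inhibition above a per-plate cutoff, the mean inhibition of test compounds on that plate plus 3 SD, cut at about 49% in these data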;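 note: 0% = DMSO plus EC80 beta-PEA response and 100% = DMSO alone without agonist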
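Material: CHO RD-HGA16 cells bearing hTAAR1; compound dosing: one-point dosing, 3 µM nominal final; schedule: dye loading 75 min at 37 °C, then 30 min room temperature; measured by: calcium fluorescence with Fluo-8; control set: vehicle and agonist controls; replication: n of 1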
M4 PAM – CHRM4 positive allosteric modulation; CHO-K1 hM4/Gqi5, Fluo-8 calcium fluorescence, ACh EC20; 0% = ACh EC20, 100% = maximal ACh; activation, % at 3 µM; 360,000 tested, 0.4% active; AID 624126;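 active = activation above its plate's cutoff, the mean activation of sample wells plus 3 SD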; note: some results filed as inactive read as strong as hits
Target sequence (P08173 whole entry, looked up): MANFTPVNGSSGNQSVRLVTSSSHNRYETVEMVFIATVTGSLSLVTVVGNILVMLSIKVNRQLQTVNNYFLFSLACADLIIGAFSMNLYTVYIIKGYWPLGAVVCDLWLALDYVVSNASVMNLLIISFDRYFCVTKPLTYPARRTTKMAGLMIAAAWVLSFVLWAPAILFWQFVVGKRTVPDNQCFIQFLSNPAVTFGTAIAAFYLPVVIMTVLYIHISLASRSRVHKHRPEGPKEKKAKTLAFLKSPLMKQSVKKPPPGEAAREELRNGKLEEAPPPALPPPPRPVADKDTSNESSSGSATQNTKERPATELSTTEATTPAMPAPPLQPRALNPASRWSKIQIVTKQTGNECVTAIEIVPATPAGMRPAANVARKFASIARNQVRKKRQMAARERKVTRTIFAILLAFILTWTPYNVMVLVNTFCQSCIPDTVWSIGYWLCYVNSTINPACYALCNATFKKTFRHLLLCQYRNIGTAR
CRFR2-BP antag – blocks CRF-induced signaling of the CRF-BP/CRF-R2 complex. HEK293 CRF-R2/CRF-BP, CRF-induced calcium fluorescence. inhibition, % at 11.8 µM. 350,000 tested, 0.59% active. AID 588475;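 active = inhibition of the ligand-induced calcium signal above about 50% at the single tested concentration, limit read from the data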
CRFR2-BP ag – CRF-BP/CRF-R2 complex agonism; HEK293 CRF-R2/CRF-BP, calcium dye fluorescence (FLIPR); percent of saturating CRF peptide response; activation, % at 13.2 µM; 350,000 tested, 0.46% active; AID 588473;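 active = activation of at least 50%, plus an integration ratio under a set limit after plate pattern correction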;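 note: plate controls were neutral control wells without compound for no effect and CRF at EC100 for full effect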
Starred values were filed as active, the others as inactive; nt = no result given.

Values run as follows: M1 PAM parental, TAAR1 ag, M5 PAM, M5 ag, M5 antag, TAAR1 antag, M4 PAM, CRFR2-BP antag, CRFR2-BP ag
#1 O=C(COC(=O)c1ccc(CO)cc1)Nc1ccc(OC(F)F)cc1
  3, 18, -12, -2, -2, -9, -2, -8, 1.4
#2 Cc1ccc(C(=O)N/C(=C/c2ccccc2)C(=O)NC(Cc2ccccc2)C(=O)O)cc1 (stereo not drawn)
  25, 2, 10, -1, -14, 0, 6, -14, 2.8
#3 CC(C)NC(=O)C1CCN(C2CCN(Cc3cn[nH]c3-c3ccccc3)CC2)CC1
  -14, 2, -1, -4, -7, 11, 0, 17, 1.8
#4 O=C(CN1CCC(NC(=O)c2ccco2)CC1)Nc1ccccc1C(F)(F)F
  1, -2, 0, -2, -6, 4, -2, 8, 1.6
#5 C=CCN(CC=C)Cc1cc(=O)oc2cc(OC)ccc12
  3, -1, 2, -1, -10, -9, -3, nt, nt
#6 O=C(NCc1ccccc1)C(c1ccc(C(F)(F)F)cc1)n1c(=O)c(-c2cc3ccccc3[nH]2)nc2ccccc21 (stereo not drawn)
  nt, 6, 1, 4, -6, -2, 8, nt, nt
#7 Cc1ccccc1C(=O)Nc1ccc2nc3n(c(=O)c2c1)CCCC3
  1, 5, -5, -1, 17, 5, -1, -8, -0.9
#8 O=C(O)CCCCCn1c(SCC(=O)N2CCCC2)nc2ccsc2c1=O
  16, -1, 1, 3, 4, 16, 6, 32, 1.3
#9 COCc1ccc(C(=O)N2CCCC(Nc3ccc(C(C)C)cc3)C2)o1 (stereo not drawn)
  10, -1, 0, 0, 7, -21, -4, -16, 0.3
#10 Cc1cc(SCC(=O)N(C)c2c(N)n(Cc3ccccc3)c(=O)[nH]c2=O)nc2ccccc12
  17, 4, 4, -6, -11, 8, 8, -8, 4.4
#11 O=C1OCCN1C(=O)[C@H]1[C@H](c2ccc(Cl)cc2)C(c2cccc(Cl)c2)=NN1c1ccccc1
  6, nt, 12, -1, 7, nt, 3, 1, 0.9
#12 O=C(COC(=O)CSCC(=O)N1CCCCC1)NCc1ccc(F)cc1
  24, -1, -4, -5, -6, 2, 5, 15, 1.9
#13 CC(C)CC1C(=O)N(Cc2cn(CCC3OCCCO3)nn2)CCS(=O)(=O)N1Cc1ccc(-c2ccc(Cl)c(Cl)c2)cc1 (stereo not drawn)
  18, 1, 1, -1, 4, 3, -1, -11, -0.6
#14 O=C(/C=C/c1cc[n+](CC(=O)c2ccc3cccc4c3c2CC4)cc1)c1ccc2cccc3c2c1CC3
  10, nt, 8, 2, -4, nt, -2, -9, 5.1
#15 Cc1ccc(NS(=O)(=O)c2ccc3c(c2)oc(=O)n3C)cc1
  -12, 2, -1, -3, 14, 6, -5, -10, 0.3
#16 O=C(Nc1ccc2c(c1)C(=O)OC2)c1ccccc1Cl
  3, -3, -3, -3, 12, 10, -4, 3, 1.4
#17 Cc1cccc(Cn2c(CN3CCN(Cc4ccccc4)CC3)nc3c2c(=O)[nH]c(=O)n3C)c1
  -6, 0, -8, -5, -3, -1, -8, -26, -0.4
#18 CCOc1cccc2sc(N(CCN(C)C)C(=O)c3cc4ccccc4cc3OC)nc12
  9, 11, -6, -8, 8, 12, 1, -9, 0.0
#19 O=C(NCc1ccco1)c1ccc(COCC(F)(F)F)cc1
  -4, 3, 1, 0, 2, 3, 4, 2, -5.5
#20 COCCn1c(=NC(=O)/C=C/c2cccs2)sc2cc(NC(C)=O)ccc21
  -2, 1, -3, 2, 7, 2, 21*, 14, -0.7
#21 O=C(/C=C/c1ccco1)N1CCN(S(=O)(=O)/C=C/c2ccccc2)CC1
  10, 0, 13, 7, -3, -18, 5, -1, -1.9
#22 CCCn1c2c(c(O)c(C(=O)Nc3ncccc3O)c1=O)CCCC2
  -6, 10, -4, -2, 17, -7, 7, 19, -2.1
#23 O=C(Nc1cccc(O)c1)N1CCOCC1
  14, -1, 3, 3, -4, -10, 3, -6, -1.3
#24 Cc1ccc(-c2noc(CCCC(=O)N3CCOCC3)n2)cc1
  22, 10, -3, 0, 11, 21, -1, 5, 3.4
#25 Cc1ccc(C(=O)NC(=S)Nc2ccc(NC(=O)c3cccc(Cl)c3)cc2)cc1
  9, 0, -3, -2, 5, -6, -4, 10, 28
#26 CCC(=O)Nc1cc(C(F)(F)F)ccc1N1CCOCC1
  2, 2, 6, -6, -5, 5, 9, -27, 8.2
#27 N#Cc1ccc(C(=O)Nc2cc(S(=O)(=O)N3CCOCC3)ccc2N2CCOCC2)cc1
  -3, 1, -5, 2, 4, 3, 5, 3, 0.5
#28 CCC(C)N=Cc1c(Nc2ccccc2)nc2c(C)cccn2c1=O (stereo not drawn)
  -2, 2, 3, 2, -4, -31, -7, -3, 2.2
#29 Oc1ccc(-c2n[nH]c(=S)n2-c2ccc3c(c2)OCCO3)cc1
  -4, 0, 0, 0, -7, -2, 0, -12, 1.0
#30 CC1=C(C(=O)OCc2ccccc2)C(c2ccsc2)NC(=O)N1C (stereo not drawn)
  -6, 2, 3, -1, 0, -12, 10, -8, 0.2

Record cards (already shown):
Results for O=C(O)CCCCCn1c(SCC(=O)N2CCCC2)nc2ccsc2c1=O = M1 PAM parental = 16; TAAR1 ag = -1; M5 PAM = 1; M5 ag = 3; M5 antag = 4; TAAR1 antag = 16; M4 PAM = 6; CRFR2-BP antag = 32; CRFR2-BP ag = 1.3
Results for CCC(C)N=Cc1c(Nc2ccccc2)nc2c(C)cccn2c1=O (stereo not drawn) = M1 PAM parental = -2; TAAR1 ag = 2; M5 PAM = 3; M5 ag = 2; M5 antag = -4; TAAR1 antag = -31; M4 PAM = -7; CRFR2-BP antag = -3; CRFR2-BP ag = 2.2

New compounds follow:
Values run as follows: M1 PAM parental, TAAR1 ag, M5 PAM, M5 ag, M5 antag, TAAR1 antag, M4 PAM, CRFR2-BP antag, CRFR2-BP ag
#31 CCc1noc(C)c1C(=O)OC(C)C(=O)c1c(C)[nH]c2ccccc12 (stereo not drawn)
  19, 8, 7, 0, -9, 8, 4, 6, -0.6
#32 C=C(C)C1CC=C(C)/C(=N\NC(=O)CNc2cccc3ccccc23)C1 (stereo not drawn)
  -6, 6, -1, 2, 0, -15, -6, -24, 1.1
#33 Cc1ccccc1NC(=O)c1cccc(S(=O)(=O)N2CCOCC2)c1
  2, -1, 1, -1, 10, 5, -5, 5, -0.7
#34 COc1cccc(-c2c(C(=O)N/N=C/c3ccco3)nnn2-c2nonc2N)c1
  0, 78*, 4, 17, 3, 1, 2, -39, 0.7
#35 Cc1c(NC(=O)CCCN2C(=O)c3cccc4cccc(c34)C2=O)c(=O)n(-c2ccccc2)n1C
  9, 2, 4, -5, 4, 7, 2, 26, -1.8
#36 COC(=O)c1c(CSc2ccc(Cl)cc2)noc1C(=O)NCc1ccco1
  7, 3, -1, -6, 14, 34, -6, 8, 0.3
#37 Cc1ccc(S(=O)(=O)N2C[C@H]3N(C(=O)OC(C)C)N(C(=O)OC(C)C)C[C@H](OC(=O)NCc4ccccc4)[C@@]3(O)C2)cc1
  14, 0, -4, 3, -8, 44, -6, -14, 0.8
#38 CCOc1ccccc1NC(=O)CSc1nc(=O)n(CCCN2CCOCC2)c2c1CCC2
  -4, 1, 2, 0, 3, -10, 8, -2, -0.3
#39 COc1ccc(OC)c(NC(=O)C2(C)CCN2C(=O)Cc2ccc(Cl)cc2Cl)c1 (stereo not drawn)
  8, 0, 2, -1, -15, -16, -3, nt, nt
#40 CCc1ccccc1NC(=O)CN(C)C(=O)CSc1nn(-c2ccc(F)cc2)c(=S)s1
  8, 11, 4, 0, -4, 7, 1, -32, -2.7
#41 CCc1nn(-c2ccccc2)c(N)c1-c1ccc(OC)c(OC)c1
  19, 7, 2, -1, 11, 0, 7, -32, -0.3
#42 CCn1c(SCC(=O)O)nnc1C1CCCCC1
  18, 16, 1, 4, -8, -20, 6, 10, -1.0
#43 c1ccc2c(Nc3nnc(-c4ccncc4)s3)cccc2c1
  9, 5, -2, 1, 0, 17, 3, -50, 0.9
#44 C[C@H]1CN([C@@H](C)CO)C(=O)c2cc(Br)cnc2O[C@@H]1CN(C)S(C)(=O)=O
  -9, 5, 1, 2, -1, -27, 7, -11, 0.8
#45 Cc1cccc(NC(=O)c2cnc3sccn3c2=O)n1
  9, 0, 5, 0, -3, 10, 13, 0, -2.0
#46 COc1ccc(C(=O)NCc2nnc(SCC(=O)Nc3cccc(F)c3)o2)cc1
  1, 1, 4, -2, -3, -6, -1, -13, 3.8
#47 C=C(C)C(=O)Nc1nnc(-c2cccs2)s1
  23, 0, 2, -1, -5, 10, 4, 17, -2.2
#48 CC(=O)N1c2ccc(S(=O)(=O)NCCC(=O)Nc3ccc(F)cc3C)cc2CC1C (stereo not drawn)
  2, 1, 1, -2, 6, -6, 5, -1, -0.5
#49 CCc1nc2ccc(C(=O)NCc3ccc(OC)cc3)cn2c1N(CC)CCN(C)C
  16, -1, -3, 1, 5, 7, -2, nt, nt
#50 O=C(/C=C/[C@H]1O[C@@H](n2ccc(=O)[nH]c2=O)[C@H](O)[C@@H]1O)NCc1cccnc1
  18, 2, 4, 2, 7, 7, -4, nt, nt
#51 O=C(Nc1cccs1)Nc1ccccc1Br
  17, 11, -9, 0, -2, 2, -1, -2, -0.6
#52 Cc1cc(C)n2nc3nc(N4CCCC4)nc(-c4ccccc4)c3c2n1
  18, nt, 1, 0, 8, nt, -2, 30, -3.7
#53 CCCOc1ccc(-c2c(C(=O)N/N=C/C3CC=CCC3)nnn2-c2nonc2N)cc1 (stereo not drawn)
  -13, 8, -5, -2, 6, -10, -7, 2, -0.4
#54 O=C(N/N=C/c1ccncc1)C1CC1(c1ccccc1)c1ccccc1 (stereo not drawn)
  17, 12, -9, -4, 15, -32, -4, -8, 0.2
#55 Cc1ccc(NC(=O)CCC(=O)NNS(=O)(=O)c2ccccc2)c(C)c1
  8, 3, 2, -4, -3, -4, 17, 0, -2.0
#56 COc1cc(/C=C/c2ccc3cccc(O)c3n2)c(Br)cc1O
  -9, 10, -6, -2, 21, 12, 5, nt, nt
